Bioassay records: PubChem BioAssay, several laboratories
ABCB6 inh 2 = human ABCB6 transporter inhibition. Q9NP58. K562-ABCB6 porphyrin accumulation, flow cytometry, 1 h; active compounds read low. fluorescence ratio to DMSO, % at 10 µM. 360,000 tested, 0.19% active. AID 602162;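 active means fluorescence ratio to DMSO below 75%, the collection mean minus 3 SD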;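 further: signal is porphyrin accumulated inside mitochondria; 100% equals median channel fluorescence of DMSO control wells; lower ratio means ABCB6 inhibition with less porphyrin fluorescence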
Target sequence (Q9NP58 whole entry, looked up): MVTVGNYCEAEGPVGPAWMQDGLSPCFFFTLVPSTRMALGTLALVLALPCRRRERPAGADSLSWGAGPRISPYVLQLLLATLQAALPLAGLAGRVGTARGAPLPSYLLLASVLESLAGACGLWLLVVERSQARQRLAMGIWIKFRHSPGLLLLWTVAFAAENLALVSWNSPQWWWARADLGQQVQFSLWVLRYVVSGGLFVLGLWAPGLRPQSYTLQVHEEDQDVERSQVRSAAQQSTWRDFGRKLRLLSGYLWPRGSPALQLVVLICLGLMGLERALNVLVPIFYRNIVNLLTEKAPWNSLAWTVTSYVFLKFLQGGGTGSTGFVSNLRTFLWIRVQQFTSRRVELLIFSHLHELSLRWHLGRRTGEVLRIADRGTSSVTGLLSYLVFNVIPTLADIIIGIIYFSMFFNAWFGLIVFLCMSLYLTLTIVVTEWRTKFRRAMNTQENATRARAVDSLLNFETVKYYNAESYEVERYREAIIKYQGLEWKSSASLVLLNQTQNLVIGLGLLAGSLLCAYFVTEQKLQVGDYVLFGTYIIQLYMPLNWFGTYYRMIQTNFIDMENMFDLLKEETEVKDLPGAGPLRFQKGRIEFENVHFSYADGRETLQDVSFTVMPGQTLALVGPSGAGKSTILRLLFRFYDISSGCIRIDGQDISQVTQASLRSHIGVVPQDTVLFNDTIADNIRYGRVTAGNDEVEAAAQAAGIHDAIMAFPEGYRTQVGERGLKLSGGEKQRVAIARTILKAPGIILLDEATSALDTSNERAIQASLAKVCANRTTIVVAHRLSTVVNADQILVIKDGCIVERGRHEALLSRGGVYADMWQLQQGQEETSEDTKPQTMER
MC4R antagonist = blocks human MC4R cAMP signaling. inhibition, % at 6.5 µM. 360,000 tested, 0.48% active. AID 540295. MC4R-expressing cells, MTII-stimulated cAMP, LANCE TR-FRET. P32245;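 active means inhibition above its plate's cutoff, the mean of tested wells on that plate plus 3 SD, cut at about 29% in these data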;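 further: 0% = Melanotan II alone and 100% = Melanotan II plus saturating MCL0020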
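Material: human MC4R-expressing U2OS cells. Probe or stimulus: Melanotan II challenge. Dosing: 6.5 µM single dose. Times: 30-min compound, 1-h challenge, 1-h detection, room temperature. Technique: TR-FRET with Eu-cAMP and labeled anti-cAMP, 671 nm. Replication: singlicate.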
PDI turbidity = blocks human protein disulfide isomerase activity | P07237 | PDI insulin aggregation turbidity, A650, 90 min | inhibition, % at 10 µM | 350,000 tested, 0.052% active | AID 588391;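 active means mean inhibition across replicates of 30% or more, whatever share of single replicates reach that level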;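 further: absorbance from insulin aggregation driven by PDI reduction with DTT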
HTR2A ag = agonists of mouse serotonin 5-HT2A receptor (HTR2A). 360,000 tested, 0.66% active. P35363. activation, % at 7.6 µM. CHO-K1 mHTR2A beta-arrestin complementation, luminescence; percent of 30 µM serotonin response;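 active means activation above a run cutoff, the mean activation of all tested compounds plus 3 SD, cut at about 14% in these data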;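 further: 0% = plate median of compound wells and 100% = 30 µM serotonin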
Cardio protect = myocardial damage modulation in H9c2 cells; 360,000 tested, 0.63% active; H9c2 cardiomyocytes, H2O2 injury protection, ATPLite, 2 h; protection from H2O2 cell death, % at 20 µM;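 active means compounds giving at least 50% protection of heart cells from peroxide-induced death in the single-dose screen, raw or plate-pattern-corrected value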;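 further: 0% = DMSO wells with peroxide and 100% = DMSO wells without peroxide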
aDG glyco up = increases alpha dystroglycan glycosylation. Pro5-aDG cells, alpha-DG glycosylation AlphaScreen (IIH6); 0% Pro5, 100% B10-LARGE cell signal. AID 624168. 360,000 tested, 0.22% active. activation, % at 10 µM;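 active means activation of at least 8% versus controls, or a plate z-score of at least 8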;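 further: Pro5 are CHO cells carrying HIG-tagged alpha-DG that lacks glycosylation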
Vif imaging = blocks HIV Vif function. 340,000 tested, 0.35% active. HEK293T cells, Vif self-association by quenched fluorescence, imaging, 24 h. inhibition, % at 7.49 µM; in the data active means inhibition above about 50%, passing the limit was not always enough; further: some results filed as inactive read as strong as hits
Glyco luc inh = N-linked glycosylation inhibition | D54 ERlucT glycosylation luciferase reporter, 24 h; percent of 100 nM tunicamycin response | reporter increase, % at 12.5 µM | 360,000 tested, 0.23% active;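 active means mean luciferase reporter signal, scaled so untreated is 0 and the glycosylation-blocking control 100, at or above a set limit in every replicate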;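 further: luciferase carries N-glycosylation sites so blocking glycosylation raises the light; 0% = median of neutral control wells and 100% = median of 100 nM tunicamycin wells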
MC4R barr agon = activates human MC4R beta-arrestin recruitment; 360,000 tested, 0.98% active; activation, % at 8.9 µM; AID 540308; U2OS MC4R beta-arrestin complementation, luminescence; percent of melanotan II response, DMSO zero;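 active means activation above a per-plate cutoff, the mean activation of sample wells on that plate plus 3 SD, cut at about 8% in these data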
CaV13 ICDI inh = Primary screen for inhibitors of IQ motif and Ca2+-dependent inactivation inhibitor domain binding in CACNA1D, Förster resonance energy transfer in living cells, … | 340,000 tested, 0.098% active | inhibition, % at 12.3 µM | HEK cells, CFP/YFP FRET ICDI-IQ, plate reader, 10 min; percent FRET-ratio fall versus neutral wells | AID 743397;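 active means mean replicate inhibition of at least 30% and at least 1% of replicates passing that level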;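 further: 0% = median of the neutral control wells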
Numbers without * were called inactive. This is a random part of the collection (roughly 3.6% active in at least one column).

Results for COc1ccc(CCNC(=O)c2ccc(=O)[nH]c2)cc1OC ?
ABCB6 inh 2: 97; MC4R antagonist: 6; PDI turbidity: 4; HTR2A ag: 2; Cardio protect: 6; aDG glyco up: 0.0; Glyco luc inh: 1; MC4R barr agon: -1.8; CaV13 ICDI inh: -19

How did COc1ccc(-c2nc(N)n(C(=O)c3ccccc3)n2)cc1 do in these assays?
ABCB6 inh 2: 100; MC4R antagonist: -3; PDI turbidity: 0; HTR2A ag: 1; Cardio protect: 0; aDG glyco up: 0.6; Vif imaging: -8; Glyco luc inh: 4; MC4R barr agon: -1.6; CaV13 ICDI inh: -9

How did CN1CCN(S(=O)(=O)c2ccc(NS(=O)(=O)c3ccccc3)cc2)CC1 do in these assays?
ABCB6 inh 2: 92; MC4R antagonist: 1; PDI turbidity: 6; HTR2A ag: -1; Cardio protect: 2; aDG glyco up: 0.0; Glyco luc inh: 0; MC4R barr agon: -1.9; CaV13 ICDI inh: -3

What do the screens show for `Cc1ccc(Cl)cc1-c1ccc(/C=N/n2cnnc2)o1`?
ABCB6 inh 2: 97; MC4R antagonist: -1; PDI turbidity: 10; HTR2A ag: 1; Cardio protect: -1; aDG glyco up: 0.0; Vif imaging: -1; Glyco luc inh: 0; MC4R barr agon: -1.4; CaV13 ICDI inh: -5

Results for CCN(CC)CCCNC(=O)c1cc2nc3c(c(C(F)(F)F)n2n1)CCc1ccccc1-3 ?
ABCB6 inh 2: 96; MC4R antagonist: 7; PDI turbidity: -10; HTR2A ag: -4; Cardio protect: 9; aDG glyco up: 3.4; Vif imaging: -2; Glyco luc inh: -5; MC4R barr agon: -2.4; CaV13 ICDI inh: -5

What do the screens show for `Cc1ccc(C)c(N2CCN(C(=O)CCNC(=O)Cn3ccc4ccccc4c3=O)CC2)c1`?
ABCB6 inh 2: 98; MC4R antagonist: -4; PDI turbidity: -5; HTR2A ag: -1; Cardio protect: -4; aDG glyco up: -0.1; Vif imaging: 4; Glyco luc inh: -2; MC4R barr agon: -1.2; CaV13 ICDI inh: -5

Results for O=C1CC(N2CCC(c3nc4ccccc4o3)CC2)C(=O)N1c1ccc(Cl)c(C(F)(F)F)c1 (configuration not stated) ?
ABCB6 inh 2: 83; MC4R antagonist: 5; PDI turbidity: 1; HTR2A ag: 0; Cardio protect: -7; aDG glyco up: 0.3; Vif imaging: 9; Glyco luc inh: 4; MC4R barr agon: 1.7; CaV13 ICDI inh: -4

How did O=S(=O)(c1ccc(Cl)c(NC(=S)N/N=C/c2c(F)cccc2F)c1)N1CCOCC1 do in these assays?
ABCB6 inh 2: 95; MC4R antagonist: 17; PDI turbidity: 10; HTR2A ag: -3; Cardio protect: -10; aDG glyco up: 0.8; Vif imaging: -1; Glyco luc inh: -3; MC4R barr agon: -1.4; CaV13 ICDI inh: 11

What do the screens show for `CCOC(=O)N1CCN(CC(=O)N2c3ccccc3CCc3ccccc32)CC1`?
ABCB6 inh 2: 97; MC4R antagonist: 5; PDI turbidity: 10; HTR2A ag: 5; Cardio protect: -1; aDG glyco up: 0.0; Vif imaging: 0; Glyco luc inh: 0; MC4R barr agon: -0.9; CaV13 ICDI inh: 4

What do the screens show for `Cc1ccc(S(=O)(=O)NCCNc2ccc([N+](=O)[O-])cc2)cc1`?
ABCB6 inh 2: 97; MC4R antagonist: -4; PDI turbidity: 3; HTR2A ag: 1; Cardio protect: -6; aDG glyco up: 0.8; Vif imaging: -5; Glyco luc inh: 2; MC4R barr agon: -3.8

How did CNS(=O)(=O)c1cccc(C(=O)OCc2csc(-c3ccccc3)n2)c1 do in these assays?
ABCB6 inh 2: 99; MC4R antagonist: 8; PDI turbidity: -1; HTR2A ag: -4; Cardio protect: -8; aDG glyco up: 0.5; Vif imaging: 2; Glyco luc inh: -1; MC4R barr agon: 2.6; CaV13 ICDI inh: -8

How did CC1CCN(C(=O)c2ccc(CNS(=O)(=O)c3ccc(C(C)(C)C)cc3)cc2)CC1 do in these assays?
ABCB6 inh 2: 95; MC4R antagonist: 5; PDI turbidity: 0; HTR2A ag: -3; Cardio protect: -16; aDG glyco up: 0.3; Vif imaging: -7; Glyco luc inh: -7; MC4R barr agon: 1.7; CaV13 ICDI inh: -1

How did CCc1ccc(NC(=O)CN2C(=O)CSC2=O)cc1 do in these assays?
ABCB6 inh 2: 88; MC4R antagonist: -7; PDI turbidity: 0; HTR2A ag: -2; Cardio protect: 0; aDG glyco up: 0.3; Vif imaging: 3; Glyco luc inh: 1; MC4R barr agon: -2.0; CaV13 ICDI inh: -5

Results for Cc1nc(C(=O)N2CCC(C)(C(=O)NS(=O)(=O)C3CC3)C2)c(C)o1 (configuration not stated) ?
ABCB6 inh 2: 97; MC4R antagonist: -1; PDI turbidity: 1; HTR2A ag: 12; Cardio protect: 2; aDG glyco up: 1.7; Vif imaging: -7; Glyco luc inh: 2; MC4R barr agon: -0.5; CaV13 ICDI inh: -5

What do the screens show for `COc1cc(NC(=O)Cc2ccccc2)ccc1NC(=O)Cc1ccccc1`?
ABCB6 inh 2: 100; MC4R antagonist: -5; PDI turbidity: 15; HTR2A ag: -4; Cardio protect: -4; aDG glyco up: 0.0; Vif imaging: -8; Glyco luc inh: -2; MC4R barr agon: 1.9; CaV13 ICDI inh: -6

Results for N#Cc1c(C(F)(F)F)cc(-c2ccc(Cl)cc2)[nH]c1=O ?
ABCB6 inh 2: 106; MC4R antagonist: 11; PDI turbidity: 0; HTR2A ag: 8; Cardio protect: -8; aDG glyco up: -0.1; Vif imaging: -7; Glyco luc inh: -2; MC4R barr agon: 1.6; CaV13 ICDI inh: -3

How did CC[C@]12c3[nH]c4ccccc4c3CCN1C(=O)C(CC(=O)NCc1cccc(C(F)(F)F)c1)C[C@@H]2C(=O)N1CCN(C(=O)C2CC2)CC1 (some centres not stated) do in these assays?
ABCB6 inh 2: 101; MC4R antagonist: 2; PDI turbidity: 1; HTR2A ag: -2; Cardio protect: -18; aDG glyco up: 0.0; Glyco luc inh: 3; MC4R barr agon: -1.0; CaV13 ICDI inh: -4

How did CCC(C)c1ccc(O)c(NC(=S)NC(=O)c2cccnc2)c1 (configuration not stated) do in these assays?
ABCB6 inh 2: 98; MC4R antagonist: 28; PDI turbidity: 3; HTR2A ag: -16; Cardio protect: 1; aDG glyco up: 0.6; Vif imaging: 0; Glyco luc inh: -1; MC4R barr agon: -2.6; CaV13 ICDI inh: -7

Results for COC(=O)c1ccc(COC(=O)CCNS(=O)(=O)c2ccc(C)c(C)c2)cc1 ?
ABCB6 inh 2: 100; MC4R antagonist: 5; PDI turbidity: -2; HTR2A ag: -1; Cardio protect: -17; aDG glyco up: 0.0; Vif imaging: -9; Glyco luc inh: 2; MC4R barr agon: -2.4; CaV13 ICDI inh: -4

How did CC(C)CN(CC(C)C)C(=O)C12CCC(C)(C(=O)O1)C2(C)C (configuration not stated) do in these assays?
ABCB6 inh 2: 97; MC4R antagonist: -3; PDI turbidity: 2; HTR2A ag: -2; Cardio protect: -7; aDG glyco up: 0.3; Vif imaging: -2; Glyco luc inh: 1; MC4R barr agon: -1.0; CaV13 ICDI inh: -4

Results for CC1CN(C(=O)COC(=O)[C@@H]2CC(O)CN2S(=O)(=O)c2ccc3c(c2)OCCO3)CC(C)O1 (some centres not stated) ?
ABCB6 inh 2: 103; MC4R antagonist: 9; PDI turbidity: 8; HTR2A ag: -1; Cardio protect: 4; aDG glyco up: -0.2; Vif imaging: -1; Glyco luc inh: 4; MC4R barr agon: -1.8; CaV13 ICDI inh: -2

Results for COc1ccc(OC)c(C2=NOC(C(=O)NCC3CCCO3)C2)c1 (configuration not stated) ?
ABCB6 inh 2: 106; MC4R antagonist: 4; PDI turbidity: -3; HTR2A ag: -6; Cardio protect: 4; aDG glyco up: -0.1; Vif imaging: 0; Glyco luc inh: 0; MC4R barr agon: -0.5; CaV13 ICDI inh: -9

Results for O=C(CN1C(=O)/C(=C\c2cccc(Cl)c2)Sc2ccccc21)NCCCN1CCOCC1 ?
ABCB6 inh 2: 102; MC4R antagonist: -2; PDI turbidity: 3; HTR2A ag: -9; Cardio protect: 8; aDG glyco up: 1.2; Vif imaging: -17; Glyco luc inh: -1; MC4R barr agon: -1.6; CaV13 ICDI inh: -7

How did O=C(COc1ccccc1O)NC1CCCC1 do in these assays?
ABCB6 inh 2: 95; MC4R antagonist: 4; PDI turbidity: 9; HTR2A ag: -2; Cardio protect: -1; aDG glyco up: 0.1; Vif imaging: -6; Glyco luc inh: 1; MC4R barr agon: -2.5; CaV13 ICDI inh: -5

How did C/C(CCc1ccccc1)=N\NC(=O)COc1ccccc1C do in these assays?
ABCB6 inh 2: 102; MC4R antagonist: 7; PDI turbidity: 0; HTR2A ag: -3; Cardio protect: 5; aDG glyco up: 0.1; Vif imaging: -3; Glyco luc inh: 2; MC4R barr agon: -0.3; CaV13 ICDI inh: -4

What do the screens show for `C#Cc1ccc(NC(=O)C2(C)CCN2C(=O)C2(c3ccccc3)CC2)cc1` (configuration not stated)?
ABCB6 inh 2: 104; MC4R antagonist: 6; PDI turbidity: 5; HTR2A ag: -1; Cardio protect: -6; aDG glyco up: -0.1; Vif imaging: -19; Glyco luc inh: -3; MC4R barr agon: 1.2; CaV13 ICDI inh: -5

How did CCn1c2ccccc2nc2cc3c(cc21)c(Cl)c(=O)c1ccccc13 do in these assays?
ABCB6 inh 2: 102; MC4R antagonist: 4; PDI turbidity: -10; HTR2A ag: 2; Cardio protect: -11; aDG glyco up: -0.2; Vif imaging: -3; Glyco luc inh: 5; MC4R barr agon: -2.0; CaV13 ICDI inh: -6

How did CCn1cc(C(=O)O)c(=O)c2cnc(N3CCN(C(=S)NC(=O)c4ccc(Cl)cc4Cl)CC3)nc21 do in these assays?
ABCB6 inh 2: 96; MC4R antagonist: 3; PDI turbidity: 11; HTR2A ag: -2; Cardio protect: 0; aDG glyco up: 0.0; Vif imaging: -1; Glyco luc inh: 2; MC4R barr agon: -0.2; CaV13 ICDI inh: -1

Results for COc1cc(NC(=O)Cn2nc(C(F)(F)F)c3c2CCCC3)cc(OC)c1OC ?
ABCB6 inh 2: 103; MC4R antagonist: 12; PDI turbidity: 4; HTR2A ag: -1; Cardio protect: -11; aDG glyco up: 0.2; Vif imaging: -18; Glyco luc inh: 9; MC4R barr agon: -0.4

What do the screens show for `Cc1ccc(OCC(=O)Nc2ccc(NC(=O)c3cccs3)cc2)c(C)c1`?
ABCB6 inh 2: 98; MC4R antagonist: 30*; PDI turbidity: -3; HTR2A ag: -6; Cardio protect: 4; aDG glyco up: 0.0; Vif imaging: 18; Glyco luc inh: 80*; MC4R barr agon: 2.6; CaV13 ICDI inh: -7
